# Bioassay records from PubChem BioAssay.
# ssDAF12 agonist: S. stercoralis DAF-12 nuclear receptor activators, primary screen, cell-based, luminescence, HEK293, GRIP1 co-expression, lit1-tk-luc; Nuclear hormone receptor DAF-12 (Strongyloides stercoralis); HEK293 ssDAF-12/GRIP1 lit1-tk-luc reporter; % of 3 µM dafachronic acid response; activation, % at 6.8 µM; hit rate 1% among 370,000;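 active = activation above the mean over all tested compounds plus 3 SD, cut at about 0.9% in these data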;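 note: 0% = DMSO-only wells and 100% = 3 µM delta7-dafachronic acid wells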
# PG9 binder: binders of HIV-1 gp120 antibody PG9, primary screen, biochemical, TR-FRET; HIV-1 gp120 / PG9 antibody interaction; hit rate 0.43% among 360,000; TR-FRET gp120-PG9 antibody binding; inhibition, % at 6.7 µM; in the data active = inhibition above about 8.5%
# hgDAF-12 ag: H. glycines DAF-12 receptor agonists, primary screen, cell-based, luminescence, HEK293, GAL4 fusion, UAS-luciferase | HEK293 GAL4-hgDAF12 UAS-luciferase reporter, agonist luminescence; normalized to butyrate control | Nuclear hormone receptor DAF-12 (Heterodera glycines), GAL4 fusion | activation, % at 6.8 µM | hit rate 1.8% among 370,000;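 active = activation above a cutoff set at the mean of all screened compounds plus 3 SD, cut at about 10% in these data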;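 note: 0% = DMSO wells and 100% = sodium butyrate wells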
# NR1D1 modulator: modulators of Rev-erb alpha DNA binding, primary screen, biochemical, FITC-DNA, fluorescence polarization, uHTS; Rev-erbα–FITC-DNA binding, 90 min; hit rate 0.79% among 370,000; activity, % at 10 µM; Nuclear receptor subfamily 1 group D member 1 (Homo sapiens), P20393;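 active = activity above about 14%, limit read from the data; passing the limit was not always enough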;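 note: 0% = DMSO wells with 35 nM protein and 100% = DMSO wells with 750 nM protein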
# Target sequence (P20393 whole entry, looked up): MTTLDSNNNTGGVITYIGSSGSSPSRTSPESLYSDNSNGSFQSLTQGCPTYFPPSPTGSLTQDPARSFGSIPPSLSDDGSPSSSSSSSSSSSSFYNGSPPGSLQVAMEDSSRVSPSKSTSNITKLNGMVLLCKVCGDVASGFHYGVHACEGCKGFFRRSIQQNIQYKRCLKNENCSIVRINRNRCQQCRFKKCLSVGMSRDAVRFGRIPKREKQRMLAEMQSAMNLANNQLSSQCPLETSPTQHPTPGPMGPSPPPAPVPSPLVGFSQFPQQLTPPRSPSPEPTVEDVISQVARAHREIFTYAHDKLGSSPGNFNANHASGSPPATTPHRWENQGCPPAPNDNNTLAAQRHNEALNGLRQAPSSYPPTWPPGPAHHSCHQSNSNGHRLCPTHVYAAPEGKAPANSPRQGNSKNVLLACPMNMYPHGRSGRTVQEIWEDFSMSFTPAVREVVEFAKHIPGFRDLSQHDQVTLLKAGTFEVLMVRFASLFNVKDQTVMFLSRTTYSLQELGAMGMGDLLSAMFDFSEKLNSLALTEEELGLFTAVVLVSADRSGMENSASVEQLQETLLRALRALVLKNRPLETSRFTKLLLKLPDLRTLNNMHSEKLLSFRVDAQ
# DAX1 inh-1: DAX1 (NR0B1) inhibitors on StAR promoter, primary screen, cell-based, luminescence, SF-1 (NR5A1), full-length DAX-1; inhibition, % at 6.8 µM; hit rate 1.1% among 370,000; HEK293T StAR-luciferase reporter, SF-1/DAX-1 repression relief; AID 652010, 2013;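 active = inhibition above the mean over all tested compounds plus 3 SD, cut at about 3.6% in these data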;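 note: 0% = DAX-1 cells with DMSO and 100% = cells lacking DAX-1 with DMSO; higher inhibition means more luminescence from relief of DAX-1 repression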
# HGIII-sPLA2 inh: human group III sPLA2 inhibitors, primary screen, biochemical, QFRET, BODIPY PC-A2 liposome substrate. hit rate 0.56% among 370,000. QFRET BODIPY PC-A2 liposome hydrolysis, fluorescence. inhibition, % at 12.2 µM. Group 3 secretory phospholipase A2 (Homo sapiens), Q9NZ20;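 active = inhibition above mean plus 3 SD of compounds lying within the high and low control bounds, cut at about 19% in these data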;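 note: 0% = median of test compound wells and 100% = no enzyme DMSO wells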
# Target sequence (Q9NZ20 whole entry, looked up): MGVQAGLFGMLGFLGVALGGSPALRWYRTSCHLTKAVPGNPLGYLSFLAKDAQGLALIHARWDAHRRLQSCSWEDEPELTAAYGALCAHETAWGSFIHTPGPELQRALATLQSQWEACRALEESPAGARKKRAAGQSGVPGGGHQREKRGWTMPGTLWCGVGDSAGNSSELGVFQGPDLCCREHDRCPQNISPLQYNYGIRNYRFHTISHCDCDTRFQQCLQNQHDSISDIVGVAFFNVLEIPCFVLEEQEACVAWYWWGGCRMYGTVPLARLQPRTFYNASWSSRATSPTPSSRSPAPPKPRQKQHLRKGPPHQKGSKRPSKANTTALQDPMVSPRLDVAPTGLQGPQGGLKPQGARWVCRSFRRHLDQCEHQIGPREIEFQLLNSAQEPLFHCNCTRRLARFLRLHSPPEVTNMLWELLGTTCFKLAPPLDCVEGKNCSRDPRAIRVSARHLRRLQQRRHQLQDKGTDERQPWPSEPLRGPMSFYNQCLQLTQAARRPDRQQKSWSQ
# hcDAF12 agonist: H. contortus DAF-12 nuclear receptor activators, primary screen, cell-based, luminescence, HEK293, lit1-tk-luc reporter; HEK293 hcDAF-12 lit1-tk-luc reporter; 0% DMSO, 100% Δ7-dafachronic acid; activation, % at 6.8 µM; hit rate 1.4% among 370,000; AID 652067, 2013;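 active = activation above the mean of all tested compounds plus 3 SD, cut at about 5.5% in these data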;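 note: 100% = response to 3 µM Δ7-dafachronic acid high control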
# PLC-beta3 inh: human PLC-beta3 inhibitors, primary screen, biochemical, fluorescence; Purified PLC-beta3, fluorogenic substrate; hit rate 0.18% among 370,000; inhibition, % at 12.2 µM; in the data active = inhibition above about 11%;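 note: 0% = median of compound wells on plate and 100% = full blocker control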
# SMARCA2 activ: SMARCA2 (BRM) function activators, primary screen, cell-based, luminescence, high throughput; MG213 cells, MMTV-luciferase reporter, dexamethasone, overnight; activation, % at 9.1 µM; hit rate 1% among 370,000; in the data active = activation above about 7.8%;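 note: 0% = vehicle wells and 100% = reference activator wells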
# GAA850 FXN act: FXN promoter activators, primary screen, cell-based, luciferase luminescence, HEK293 lucGAA850 | HEK293 lucGAA850 FXN promoter luciferase reporter, 24 h; percent of 10 µM SAHA response | activation, % at 6 µM | hit rate 0.56% among 360,000;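 active = activation above the average of all compounds screened plus 3 SD, cutoff fixed separately per campaign, cut at about 7.5% in these data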;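 note: 0% = DMSO wells and 100% = 10 µM SAHA wells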
# DAX1 inh-2: DAX1 (NR0B1) inhibitors, primary screen, cell-based, HEK293, Gal4-DAX1, luciferase luminescence | Nuclear receptor subfamily 0 group B member 1 (Homo sapiens), P51843 | HEK293 Gal4-DAX1 luciferase reporter | inhibition, % at 6.75 µM | hit rate 0.99% among 340,000 | AID 504766, 2011;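 active = inhibition above the mean over all tested compounds plus 3 SD, cut at about 4.2% in these data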;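 note: 0% = DAX1-transfected cells with DMSO and 100% = empty-vector control cells with DMSO; inhibition shows as a rise in luminescence from relieved DAX1 repression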
# * marks the source's active call; other numbers are inactive results; / = not tested or not shown.
SMILES,ssDAF12 agonist,PG9 binder,hgDAF-12 ag,NR1D1 modulator,DAX1 inh-1,HGIII-sPLA2 inh,hcDAF12 agonist,PLC-beta3 inh,SMARCA2 activ,GAA850 FXN act,DAX1 inh-2
c1ccc2nc(N3CCOCC3)c(N3CCCC3)nc2c1,-1.3,-1.2,2.1,7.3,1.1,0.9,-0.9,-15.5,1.6,1.2,2.3
CCC1CCCCN1C(=S)NC(=O)c1cc(S(=O)(=O)N2CCOCC2)ccc1C (centres undefined),-0.7,2.5,-2.4,-1.2,1.0,20.5*,-1.8,-7.2,-4.7,0.4,-2.8
O=C(CCCN1C(=O)NC2(CCCC2)C1=O)Nc1ccc(F)cc1,-0.6,-0.8,0.6,-1.2,-0.5,4.0,0.6,-4.7,2.2,-0.6,2.3
Cc1cccc(CSc2nc3[nH]ncc3c(=O)[nH]2)c1,-0.7,-1.1,0.4,-1.7,0.8,-7.9,1.6,1.9,2.0,2.5,0.9
O=C(N/N=C\c1ccc[nH]1)C1COc2ccccc2O1 (centres undefined),-1.3,-0.7,0.3,0.1,0.3,10.2,0.6,-5.0,-5.5,-1.3,2.1
Cc1sc2nc(CN3CCOCC3)nc(Cl)c2c1C,-1.1,-3.2,-0.9,0.3,0.0,0.0,-1.3,0.2,-0.8,-0.5,0.5
CN(C(=O)c1ccco1)c1nc(-c2ccc(F)cc2)cs1,-0.5,8.2,7.9,9.4,2.4,3.2,3.6,-3.1,9.3*,6.0,5.2*
O=C(OCCN1CCOCC1)C(c1ccccc1)c1ccccc1,-1.8,-0.3,1.7,-3.6,-0.4,-3.6,-0.6,-1.2,1.0,1.6,-1.0
CC1(C)CC(=O)c2cc3c(nc2C1)CC(C)(C)CC3=O,-0.9,-0.3,-1.0,-4.6,-0.1,3.9,0.1,-1.0,-1.2,1.7,0.1
COc1ccc(CCNC(=O)C2CC3Cn4c(nc5ccccc54)C3N2C)cc1 (centres undefined),-0.8,-1.1,0.6,-7.2,0.3,5.5,-0.8,-0.8,0.6,0.5,0.2
COc1ccc(N(CC(=O)NC2CC3CCC2C3)S(=O)(=O)c2ccc(C)cc2)cc1Cl (centres undefined),-1.0,0.5,0.2,1.6,-0.8,-14.4,0.0,0.6,-4.0,-2.1,1.4
N/C(=N\OC(=O)Cc1ccccc1[N+](=O)[O-])c1cccc(Br)c1,-1.3,0.0,1.4,-5.8,-0.3,-24.0,1.2,-8.0,0.9,-0.8,0.6
CSC1=NC(=O)/C(=C\c2cccc3ccccc23)S1,-0.2,-2.6,-0.3,3.5,-0.1,-43.2,1.4,-8.8,-1.4,1.1,-0.6
CC(=O)C1=C(C)OC(N)=C(C#N)C1c1cccc2ccccc12 (centres undefined),-1.6,-1.7,0.9,0.8,0.0,-11.8,0.1,-19.7,-2.5,-0.2,2.4
CCCCn1c2c(c(=O)n(C)c1=O)C(c1ccc(OC)cc1)N1CCCCCC1=N2 (centres undefined),-1.3,2.1,-0.8,8.3,0.1,-6.3,-0.1,-67.9,-0.7,1.7,0.6
CCCNC(=O)C1(C)CCN(C(=O)c2ccc3sccc3c2)C1 (centres undefined),-0.4,3.2,-0.4,-3.9,0.0,6.0,-1.0,2.6,-4.8,0.5,/
COc1cccc(C2CCCN2Cc2nc(CCC(C)C)no2)c1 (centres undefined),-1.0,-0.4,1.6,7.7,0.1,2.3,-0.2,-6.1,-0.6,2.0,3.8
Cc1ccc(N(CC(=O)NCCc2ccc(F)cc2)S(=O)(=O)c2ccc(Cl)c([N+](=O)[O-])c2)c(C)c1,-0.9,-0.9,-2.3,1.0,-0.4,-9.6,-1.4,3.3,-1.9,-0.7,0.1
CN(C)/C=N/c1ncc(C(=O)c2ccc(Cl)cc2)s1,-1.2,1.9,4.0,10.0,0.0,0.9,0.1,-30.5,0.8,1.2,0.7
CCN(CCCNC(=O)c1ccc(N2CCCC2=O)cc1)c1cccc(C)c1,-2.0,-2.6,-3.8,1.7,-1.6,3.8,-4.2,-1.2,-4.8,0.7,-2.4
COc1ccc(NC(=O)/C(C#N)=C/c2ccc(OCc3ccccc3F)cc2)cc1,-1.5,0.1,0.2,3.0,-0.2,1.8,1.1,2.4,2.7,0.7,-0.8
Cc1cc(N2CCOCC2)cc(C)[n+]1[O-],-0.9,2.7,-0.6,0.8,-0.8,4.3,-1.3,-4.6,-1.1,0.0,0.3
O=C(N/N=C/c1coc2ccccc2c1=O)c1cc(Br)c(O)c(Br)c1,-0.8,-0.5,-0.2,-2.8,0.4,-10.5,-2.4,-9.6,3.4,0.8,1.0
CCOC(=O)C(=O)N1CCN(c2nc(-c3ccc(Cl)cc3)cs2)CC1,-1.5,-2.9,-4.4,3.6,-0.4,4.3,-1.8,-5.8,-2.6,-0.4,-3.0
CC(C)Cc1cc(CNC(=O)C2CCC(=O)N(CCc3cccc(F)c3)C2)on1 (centres undefined),-1.0,-3.0,-0.5,3.7,0.1,1.9,2.5,-5.4,-1.1,-0.4,1.2
# Continuation.
SMILES,ssDAF12 agonist,PG9 binder,hgDAF-12 ag,NR1D1 modulator,DAX1 inh-1,HGIII-sPLA2 inh,hcDAF12 agonist,PLC-beta3 inh,SMARCA2 activ,GAA850 FXN act,DAX1 inh-2
O=C(c1ccc2c(c1)OCO2)N1CCN(S(=O)(=O)c2ccc(Br)cc2Cl)CC1,-1.0,0.1,-1.3,1.6,-0.4,-2.5,-0.9,-0.1,-2.6,0.4,1.4
CC(=O)c1ccc(NS(=O)(=O)c2c(C)cc(C)cc2C)cc1,-1.4,4.8,2.8,-1.0,0.6,-20.1,0.8,-1.4,-3.6,4.8,0.0
COc1ccc(CCN(C(=O)c2snc(C(N)=O)c2N)C(C)C(=O)NC2CCCCC2)cc1OC (centres undefined),-0.6,-0.1,7.8,2.7,-0.2,1.2,4.0,-20.1,-1.9,-0.5,-0.3
Cc1ccc(CN2CC(C(=O)NCCCSc3ccccc3)CC2=O)cc1 (centres undefined),-0.5,2.4,-2.6,0.5,-2.2,-3.4,-1.5,-6.5,-2.6,2.4,0.8
Cc1ccc(NC(=O)c2nc[nH]c2C(=O)NCCCCCNC(=O)OC(C)(C)C)cc1,-1.4,3.1,-0.3,2.7,0.1,3.0,-1.4,1.6,-0.7,-0.5,0.6
CCCCCc1nnc(NS(C)(=O)=O)s1,-0.7,0.3,2.9,0.1,-0.1,11.6,1.8,-3.5,-2.1,0.6,0.6
COc1cccc(/C=C(/C#N)c2ccc(Cl)cc2)c1OCc1cccc(C(=O)O)c1,-1.1,2.0,2.8,-4.3,0.1,-15.6,1.4,-32.4,1.2,0.0,1.6
Cc1cc(C2(c3cc(C)c(NC(=O)CN4CCOCC4)c(C)c3)CCCCC2)cc(C)c1NC(=O)CN1CCOCC1,-1.5,-0.1,0.1,-5.6,0.2,-19.6,-0.5,2.5,-0.6,/,/
CCOC(=O)[C@]12CCCC=C1N(CCCOC)C(=O)[C@@H]2CC(=O)NCc1cccc2ccccc12,-0.8,/,-1.9,1.0,-0.4,-9.0,-2.3,3.6,0.5,/,/
COc1ccc(NC(=O)COC(=O)C2CC(=O)N(c3ccc(OC(C)C)cc3)C2)cc1 (centres undefined),-0.9,-0.5,-0.3,-1.1,-0.2,1.7,-0.5,-2.8,0.6,2.0,0.6
Cc1c(C(=O)Nc2nc3ccccc3[nH]2)cccc1[N+](=O)[O-],1.5*,-1.1,7.8,7.8,1.6,9.8,5.3,3.5,5.1,4.0,1.6
Cc1ccc(OCC(=O)Oc2c(C)cccc2C)cc1C,-1.1,-0.7,-0.7,-0.4,0.7,6.2,-2.4,-6.4,-1.3,-1.4,2.1
CN1C(=O)N(CC(=O)N2CCN(S(=O)(=O)c3ccc4c(c3)CCC4)CC2)C(=O)C12CCCCC2,-1.3,-2.9,2.6,3.1,-1.3,-4.4,0.7,-0.1,1.9,-0.4,-0.2
Cc1ccccc1-c1csc(C(O)c2cccnc2)n1 (centres undefined),-0.3,-0.2,-1.2,-6.5,-0.4,-2.1,-0.1,-4.5,-0.7,0.5,/
Cc1ccc(COc2ccc(Br)cc2/C=N/O)cc1,-0.6,-1.6,7.3,1.3,2.0,-25.9,2.6,-3.1,-1.0,6.4,-0.3
Cc1ccc(C(=O)NNC(=O)c2ccc(-n3cncn3)c([N+](=O)[O-])c2)cc1,-0.8,-1.1,0.2,1.8,-0.4,-0.8,-1.7,-5.2,-0.9,2.3,-0.6
Cc1ccc(-c2nc3ccc(C)cn3c2Cc2ccccn2)cc1,-0.1,-1.4,13.7*,3.3,5.8*,16.3,2.7,-39.9,1.4,/,/
O=C(CSc1nnc(-c2ccncc2)n1-c1ccccc1)Nc1ccc2c(c1)OCCO2,-1.2,/,-4.2,-4.8,-0.2,4.1,-0.5,-1.0,-5.2,/,/
COc1cc(Cl)ccc1OC1(C)CCN(Cc2ccc3ccccc3c2)C1 (centres undefined),-1.1,0.0,-0.7,-1.1,0.4,11.6,2.8,0.5,-6.5,0.2,/
COc1ccc(CCCNC(=O)C2CCC(=O)N(Cc3ccccc3F)C2)cc1 (centres undefined),-1.1,-2.1,-0.7,-1.2,-0.1,-1.9,1.1,-11.2,-1.1,0.2,0.2
CCOC(=O)C1(CCOC)CCN(Cc2cccc(OCc3ccccc3)c2)CC1,-1.4,-2.6,-1.6,-0.2,-0.9,-10.6,-3.0,-2.5,-1.1,-3.1,-1.2
CC1CCCN(C(=O)c2ccc(Cl)c(S(=O)(=O)N3CCCCCC3)c2)C1 (centres undefined),-1.1,1.4,-1.0,1.8,-1.3,7.4,-0.6,-8.4,-1.5,0.7,-0.1
COc1ccc(-c2cc(CNS(=O)(=O)c3ccc(F)cc3)on2)cc1,-1.5,1.4,0.3,-1.4,-0.1,-20.6,-2.7,-0.7,-5.7,1.9,-0.7

# Arranged by molecular weight (rising): 3 of the compounds above.
SMILES,ssDAF12 agonist,PG9 binder,hgDAF-12 ag,NR1D1 modulator,DAX1 inh-1,HGIII-sPLA2 inh,hcDAF12 agonist,PLC-beta3 inh,SMARCA2 activ,GAA850 FXN act,DAX1 inh-2
CCCCCc1nnc(NS(C)(=O)=O)s1,-0.7,0.3,2.9,0.1,-0.1,11.6,1.8,-3.5,-2.1,0.6,0.6
COc1ccc(-c2cc(CNS(=O)(=O)c3ccc(F)cc3)on2)cc1,-1.5,1.4,0.3,-1.4,-0.1,-20.6,-2.7,-0.7,-5.7,1.9,-0.7
CCOC(=O)[C@]12CCCC=C1N(CCCOC)C(=O)[C@@H]2CC(=O)NCc1cccc2ccccc12,-0.8,/,-1.9,1.0,-0.4,-9.0,-2.3,3.6,0.5,/,/
